Assay outcomes as filed in PubChem.
IL1B NFkB inh – inhibitors of IL-1B driven NFkB p65 nuclear import, primary screen, imaging, HUVEC, IL-1B stimulus, high-content imaging; HUVEC IL-1B NFkB p65 nuclear translocation imaging; inhibition, % at 2 µM; 94,000 compounds, 0.43% hits; AID 796, 2007;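 active means inhibition above about 30% together with a positive call from visual inspection of the well image, limit read from the data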;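 further: nuclear over cytoplasmic p65 intensity ratio measured by imaging; 0% = IL-1B stimulated DMSO wells and 100% = unstimulated DMSO wells; values of inactives mirror those of a sister screen read the other way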
NFkB transloc pot – enhancers of NFkB p65 translocation in HUVEC – imaging, IL-1B stimulus, high-content imaging, primary screen | HUVEC IL-1B NFkB p65 nuclear translocation imaging | activation, % at 2 µM | 94,000 compounds, 0.3% hits | AID 819, 2007;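 active means activation above 40%, about the mean plus 3 SD, also judged a hit on visual image review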;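 further: percent activation is computed from the nuclear over cytoplasmic p65 intensity ratio; values of inactives mirror those of a sister screen read the other way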
Bcl-B TR3 displacers – displacers of TR3 peptide from Bcl-B, primary screen, selectivity assay for Bfl-1 inhibitor project, biochemical, fluorescence polarization | FP displacement of FITC-TR3 peptide from Bcl-B; higher % means a stronger effect | displacement, % at 20 µM, or IC50 in µM where a hit was titrated | 96,000 compounds, 0.11% hits | AID 748, 2007;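 active means displacement above 50% at 20 µM plus a fluorescence interference ratio under 1.5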;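 further: plate controls were wells without compound for no effect and wells lacking Bcl-B protein for full effect; a part of the inactive calls stands beside numbers as strong as those of hits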
MRP reversal – reversal of MRP1-mediated doxorubicin resistance, primary screen, H69AR cells, doxorubicin co-treatment; H69AR cells + 2 uM doxorubicin, CellTiter-Glo, 72 h; 85,000 compounds, 0.04% hits; AID 602, 2007; differential viability (reversal), % at 10 µM;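 active means viability drop by adding the cancer drug above about 55%, with treated viability meeting a 40% cutoff, limit read from the data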;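 further: viability without doxorubicin minus viability with 2 µM doxorubicin for each compound; larger differential means the compound sensitizes cells more to doxorubicin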
PLAP inhibition – PLAP enzyme inhibitors, biochemical, luminescence, HTS (AID 690); Alkaline phosphatase, placental type (Homo sapiens); purified PLAP, luminescent substrate; higher % means a stronger effect; inhibition, % at 20 µM, or IC50 in µM where a hit was titrated; 96,000 compounds, 0.08% hits; in the data active means a potency from the dose series; inactive means the rest, 99 in 100 with inhibition below about 30%; further: strong numbers were not always called active
MRP reversal cytotoxicity – recorded beside MRP reversal, whose call it bears; viability, %; H69AR cells, CellTiter-Glo, 72 h; measured here: cytotoxicity without doxorubicin
MRP reversal with doxorubicin – also measured in MRP reversal; calls as there; viability, %; measured here: viability with 2 uM doxorubicin; hits give low values
IL1B NFkB inh cell count 2 µM – also measured in IL1B NFkB inh; calls as there; cell count; measured here: cells passing quality filter;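 raw number of nuclei counted in each imaged well without normalization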
NFkB transloc pot cell count 2 µM – further read-out of NFkB transloc pot, marked with its call; cell count; measured here: cells passing quality filter
* = called active by the depositor; nt = no result given. A portion of the library, so the mix of outcomes need not match the whole.

(1) CCCCCCC12CCC(C(=O)O)(CC1)CC2
(2) O=c1[nH]c2cc3c(cc2cc1CN(CCCO)Cc1nnnn1Cc1ccc(F)cc1)OCO3
(3) Cn1cccc1/C=N/NC(=O)Cn1cnc2ccccc21
(4) O=S(=O)(Nc1ccc2c(c1)CCC2)c1cccs1
(5) O=C1CCCc2ccccc2N1Cc1cccc(Cl)c1
compound no.	1	2	3	4	5
IL1B NFkB inh	-14	-15	3	1	-10
IL1B NFkB inh cell count 2 µM	100	176	156	130	138
MRP reversal	1	nt	nt	-1	nt
NFkB transloc pot cell count 2 µM	100	176	156	130	138
NFkB transloc pot	14	15	-3	-1	10
PLAP inhibition	nt	10%	-5%	3%	13%
MRP reversal with doxorubicin	78	nt	nt	102	nt
Bcl-B TR3 displacers	nt	-1%	-5%	-74%	2%
MRP reversal cytotoxicity	79	nt	nt	101	nt

(6) Nn1c(SCC(=O)Nc2ccc3c(c2)OCO3)nnc1-c1ccncc1
(7) CN(CC(=O)Nc1cccc2c1CCCC2)S(=O)(=O)c1ccccc1
(8) COC(=O)c1ccc(N2CCN(CC(=O)c3ccc(-c4ccccc4)cc3)CC2)c([N+](=O)[O-])c1
(9) CCCCn1c(SCC(=O)c2ccc3c(c2)OCCO3)nnc1-c1ccco1
(10) Cc1ccc(S(=O)(=O)CNC(=O)c2ccccc2)cc1
compound no.	6	7	8	9	10
IL1B NFkB inh	5	-17	-16	-5	-24
IL1B NFkB inh cell count 2 µM	166	165	51	113	104
MRP reversal	2	nt	nt	-10	4
NFkB transloc pot cell count 2 µM	166	165	51	113	104
NFkB transloc pot	-5	17	16	5	23
PLAP inhibition	4%	14%	8%	-21%	10%
MRP reversal with doxorubicin	86	nt	nt	87	87
Bcl-B TR3 displacers	-3%	0%	-12%	-26%	3%
MRP reversal cytotoxicity	88	nt	nt	77	90

(11) Cc1ccc(CNC(=O)c2ccc([N+](=O)[O-])o2)cc1
(12) COc1ccc(NC(=O)N(CCCN2CCOCC2)Cc2cccnc2)c(OC)c1
(13) COc1ccc(/C(O)=C2/C(=O)C(=O)N(CCCN(C)C)C2c2cccnc2)cc1 (stereo not given)
(14) CCOC(=O)Nc1cccc2ccccc12
(15) Cc1ccccc1-n1c(SCC(=O)c2cc(C)n(C)c2C)nnc1-c1cccnc1
compound no.	11	12	13	14	15
IL1B NFkB inh	nt	17	nt	nt	-1
IL1B NFkB inh cell count 2 µM	nt	160	nt	nt	179
MRP reversal	nt	17	nt	0	-41
NFkB transloc pot cell count 2 µM	nt	160	nt	nt	179
NFkB transloc pot	nt	-17	nt	nt	1
PLAP inhibition	2%	nt	4%	-9%	-52%
MRP reversal with doxorubicin	nt	79	nt	95	80
Bcl-B TR3 displacers	-11%	nt	-3%	-10%	3%
MRP reversal cytotoxicity	nt	96	nt	94	39

(16) O=C(/C=C/c1ccccc1)NC(NC(=S)Nc1ccc(Cl)cc1)C(Cl)(Cl)Cl (stereo not given)
(17) O=C(Nc1ccccc1C(=O)N1CCOCC1)c1noc2c1CCCC2
(18) O=C(c1cc(-c2ccncc2)nc2ccccc12)N1CCN(S(=O)(=O)/C=C/c2ccccc2)CC1
(19) COC(=O)c1ccc(C2C(C#N)=C(N)Oc3cc(C)n(C)c(=O)c32)cc1 (stereo not given)
(20) O=C(CSc1nnc(-c2ccccn2)n1-c1ccc(Cl)cc1)Nc1ccc2c(c1)OCO2
compound no.	16	17	18	19	20
IL1B NFkB inh	-5	-14	-11	-2	0
IL1B NFkB inh cell count 2 µM	145	95	151	155	163
MRP reversal	nt	0	17	-7	11
NFkB transloc pot cell count 2 µM	145	95	151	155	163
NFkB transloc pot	5	14	11	2	0
PLAP inhibition	1%	-23%	-37%	-1%	-19%
MRP reversal with doxorubicin	nt	85	25	98	31
Bcl-B TR3 displacers	0%	-1%	-11%	-8%	0%
MRP reversal cytotoxicity	nt	86	43	91	42

(21) Cn1c(=N)n(CC(=O)O)c2ccccc21
(22) CCOC(=O)N1CCC(n2c(=S)[nH]c3cc(OCC)c(OCC)cc3c2=O)CC1
(23) CC(C)CCn1c(Sc2nc3ccccc3s2)nc2c1c(=O)[nH]c(=O)n2C
(24) CCOc1ccc(-c2cc(N)n(S(=O)(=O)c3ccc(OC)c(OC)c3)n2)cc1
(25) O=C(N1CCOCC1)N1CCN(c2nc(-c3ccc(F)cc3)cs2)CC1
compound no.	21	22	23	24	25
IL1B NFkB inh	-3	nt	-3	0	2
IL1B NFkB inh cell count 2 µM	139	nt	116	202	180
MRP reversal	-16	14	5	18	9
NFkB transloc pot cell count 2 µM	139	nt	116	202	180
NFkB transloc pot	3	nt	3	0	-2
PLAP inhibition	-9%	-62%	13%	3%	-58%
MRP reversal with doxorubicin	103	8	74	77	81
Bcl-B TR3 displacers	1%	-22%	-9%	-12%	-2%
MRP reversal cytotoxicity	87	22	79	95	90

(26) CC1CCC(NC(=O)Cn2c(=O)[nH]c3ccsc3c2=O)CC1 (stereo not given)
(27) COC(=O)C1=C(N)N(c2ccccc2C(F)(F)F)C2=C(C(=O)CCC2)C1c1ccc2c(c1)OCO2 (stereo not given)
(28) CC1(C)CC(C(CC(=O)O)c2ccccc2)CCO1 (stereo not given)
(29) CCn1cc(C(C)NC(=O)COc2ccc(Cl)cc2C)c(C)n1 (stereo not given)
(30) CSc1cc(C)n(-c2ccccc2)c(=S)c1C(C)=O
compound no.	26	27	28	29	30
IL1B NFkB inh	-10	-10	4	-9	-1
IL1B NFkB inh cell count 2 µM	121	175	90	111	116
MRP reversal	-9	2	-4	27	nt
NFkB transloc pot cell count 2 µM	121	175	90	111	116
NFkB transloc pot	10	10	-4	9	1
PLAP inhibition	-9%	-5%	-13%	-32%	0%
MRP reversal with doxorubicin	95	91	81	76	nt
Bcl-B TR3 displacers	2%	-6%	-4%	-2%	0%
MRP reversal cytotoxicity	86	93	78	104	nt

(31) Cc1cc(N2CCN(C3CCCC3)CC2)n2ncc(-c3ccccc3)c2n1
(32) Cn1sc(NC(=O)c2ccccc2)nc1=O
(33) CCc1ccccc1NC(=O)CSc1nnc(Cn2nnc3ccccc32)n1C
(34) COc1ccc(NC(=O)c2ccccc2NC(=O)c2ccco2)c(OC)c1
(35) CN(C)CCCNc1oc(-c2ccc(Cl)cc2)nc1C#N
compound no.	31	32	33	34	35
IL1B NFkB inh	nt	3	4	18	-9
IL1B NFkB inh cell count 2 µM	nt	186	86	111	126
MRP reversal	-4	nt	8	-10	14
NFkB transloc pot cell count 2 µM	nt	186	86	111	126
NFkB transloc pot	nt	-3	-4	-18	9
PLAP inhibition	-53%	-11%	nt	-11%	nt
MRP reversal with doxorubicin	72	nt	78	109	65
Bcl-B TR3 displacers	-8%	4%	nt	-3%	nt
MRP reversal cytotoxicity	67	nt	86	100	80

(36) O=C(Cn1cc2c(n1)CCCC2)NCCCN1CCN(C2CCCCC2)CC1
(37) CN1CCN(C(=O)c2ccc(N(Cc3ccccc3Cl)S(C)(=O)=O)cc2)CC1
(38) Cc1ccccc1NC(=O)N1CCCC1C(=O)NCc1cccs1 (stereo not given)
(39) CCC(CCC(=O)Nc1cccc(C(=O)O)c1)C(=O)O (stereo not given)
(40) COc1ccccc1C(=O)N/C(=C/c1ccccc1)C(=O)NC(CCSC)C(=O)O (stereo not given)
compound no.	36	37	38	39	40
IL1B NFkB inh	nt	4	10	-4	-8
IL1B NFkB inh cell count 2 µM	nt	94	80	158	107
MRP reversal	-3	9	-1	-5	nt
NFkB transloc pot cell count 2 µM	nt	94	80	158	107
NFkB transloc pot	nt	-5	-10	4	7
PLAP inhibition	-22%	-54%	nt	nt	-20%
MRP reversal with doxorubicin	99	82	100	108	nt
Bcl-B TR3 displacers	6%	0%	nt	nt	5%
MRP reversal cytotoxicity	96	90	100	103	nt

The list goes on; it opens with the 4 that closed the last part.
(37) CN1CCN(C(=O)c2ccc(N(Cc3ccccc3Cl)S(C)(=O)=O)cc2)CC1
(38) Cc1ccccc1NC(=O)N1CCCC1C(=O)NCc1cccs1 (stereo not given)
(39) CCC(CCC(=O)Nc1cccc(C(=O)O)c1)C(=O)O (stereo not given)
(40) COc1ccccc1C(=O)N/C(=C/c1ccccc1)C(=O)NC(CCSC)C(=O)O (stereo not given)
(41) O=C(NC1CCCCC1)C(c1ccccc1)N(Cc1ccc2c(c1)OCO2)C(=O)c1cnsn1 (stereo not given)
(42) O=C(NCc1ccco1)c1cc(-c2ccncc2)nc2ccccc12
(43) Cc1cccc(N=C2NC(=O)CS2)c1C
(44) Cc1ccc(OCC(=O)NNC(=O)c2cccnc2)cc1
(45) Cc1cc(NC(=O)c2cc(-c3ccccn3)nc3ccccc23)no1
compound no.	37	38	39	40	41	42	43	44	45
IL1B NFkB inh	4	10	-4	-8	9	-10	-2	7	nt
IL1B NFkB inh cell count 2 µM	94	80	158	107	158	102	151	129	nt
MRP reversal	9	-1	-5	nt	-27	13	-11	nt	-4
NFkB transloc pot cell count 2 µM	94	80	158	107	158	102	151	129	nt
NFkB transloc pot	-5	-10	4	7	-9	10	2	-7	nt
PLAP inhibition	-54%	nt	nt	-20%	nt	-3%	-25%	-80%	11%
MRP reversal with doxorubicin	82	100	108	nt	65	60	95	nt	87
Bcl-B TR3 displacers	0%	nt	nt	5%	nt	20%	0%	-5%	-14%
MRP reversal cytotoxicity	90	100	103	nt	38	73	84	nt	83

(46) Cc1ccc(N2C(=O)c3ccc(N)cc3C2=O)cc1C
(47) CCCN(CCC)S(=O)(=O)c1ccc(C(=O)Nc2nnc(-c3cc(OC)cc(OC)c3)o2)cc1
(48) Cc1ccc(OCC(=O)NC2CCCC2)c(C)c1
(49) Nc1nc(CN2CCCCCC2)nc(Nc2ccccc2)n1
(50) CCn1cc(SCC(=O)Nc2cc(C)on2)c2ccccc21
compound no.	46	47	48	49	50
IL1B NFkB inh	3	3	-5	-8	-8
IL1B NFkB inh cell count 2 µM	107	217	180	166	59
MRP reversal	-4	-8	11	4	-9
NFkB transloc pot cell count 2 µM	107	217	180	166	59
NFkB transloc pot	-3	-3	5	8	8
PLAP inhibition	-22%	-99%	9%	-48%	5%
MRP reversal with doxorubicin	84	24	82	73	97
Bcl-B TR3 displacers	24%	5%	-2%	0%	0%
MRP reversal cytotoxicity	81	16	93	77	88

(51) CNS(=O)(=O)c1cccc(C(=O)Nc2cccc(Cl)c2)c1
(52) CCOC(=O)c1nnc(-c2ccc(C)cc2)nc1Oc1ccc(Cl)cc1Cl
(53) Cc1occc1C(=O)Nc1nnc(C(F)(F)F)s1
(54) CCc1cc2c(=O)c(Oc3ccccc3F)c(C)oc2c(CN(C)C)c1O
(55) CCOC(=O)c1oc2ccccc2c1NC(=O)Cc1cccs1
compound no.	51	52	53	54	55
IL1B NFkB inh	1	-3	nt	-5	4
IL1B NFkB inh cell count 2 µM	195	124	nt	142	66
MRP reversal	nt	nt	8	-4	2
NFkB transloc pot cell count 2 µM	195	124	nt	142	66
NFkB transloc pot	-1	3	nt	5	-4
PLAP inhibition	36%	-11%	4%	-16%	13%
MRP reversal with doxorubicin	nt	nt	81	89	95
Bcl-B TR3 displacers	0%	-4%	-3%	-15%	7%
MRP reversal cytotoxicity	nt	nt	90	85	97

(56) O=C(NC1CCCC1)C(c1ccsc1)N(C(=O)Cc1cccs1)c1ccc(F)cc1 (stereo not given)
(57) CCC1CCCCN1C(=O)CSc1nc2ccsc2c(=O)n1Cc1ccccc1 (stereo not given)
(58) OCCNc1nc2ccccc2[nH]1
(59) c1ccc(-c2noc(CN3CCN(C(c4ccccc4)c4ccccc4)CC3)n2)cc1
compound no.	56	57	58	59
IL1B NFkB inh	6	-6	-8	2
IL1B NFkB inh cell count 2 µM	104	172	156	188
MRP reversal	nt	-9	9	8
NFkB transloc pot cell count 2 µM	104	172	156	188
NFkB transloc pot	-6	6	8	-2
PLAP inhibition	2%	-42%	-2%	-13%
MRP reversal with doxorubicin	nt	64	86	93
Bcl-B TR3 displacers	-2%	2%	3%	-5%
MRP reversal cytotoxicity	nt	55	95	100
